HT1080 IDH1KD tx: HT-1080 IDH1 knockdown cell toxicity (counter line). HT-1080 IDH1 knockdown viability, ATP luminescence, 48 h. Potency, µM (titrated, usually from 46.1 µM), inactives show top-dose activity, negative = toxicity, usual class: cytotoxic. 360,000 tested, 2% active. AID 686971;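 also: potency is read from the fitted curve at half-maximal effect; 0% = DMSO wells and -100% = cell-free medium wells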
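IDH1KD HT-1080 cells, 750/well, RPMI + 5% FBS; compound pinned after 2 h settling; 48 h, 37 °C; CellTiter-Glo luminescence; % activity normalised to DMSO and no-cell wells; curves fitted, classed by r2 and efficacy.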
KB-3-1 tox: KB-3-1 parental cell cytotoxicity; 400,000 tested, 1.4% active; Potency, µM (highest dose often 46.1 µM), for the others: at the top dose activity change, negative = cytotoxic, usual class: cytotoxic; KB-3-1 viability, CellTiter-Glo ATP luminescence, 72 h; also: potency is read from the fitted curve at half-maximal effect; % is scaled to controls: 0 for no effect and ±100 for the full control effect; nearly all actives have a fitted effect of over 60% in size
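Parental KB-3-1 viability, qHTS format: 72 h compound exposure, 37 °C; CellTiter-Glo; media-only wells and DMSO plates as controls; concentration-effect fits on corrected data.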
IL1B secr inh: inhibitors of inflammasome signaling (IL-1 beta secretion); THP-1 LPS/ATP IL-1B secretion, AlphaLISA, 16 h; stronger effect = lower value; activity change, % at 57.5 µM; 360,000 tested, 4.7% active; in the data active = activity change below about -50%; inconclusive = mostly about -30% to -49%; also: % is scaled to controls: 0 for no effect and ±100 for the full control effect
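Secreted IL-1B measured by AlphaLISA bead assay after 16 h compound exposure of THP-1 cells; compounds (final up to 57.5 uM) added 1 h before LPS (250 ng/mL) and ATP (1.25 mM) stimulation; lower signal means less secretion.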
MCF10A rereplic: DNA re-replication induction in MCF 10a cells; MCF 10A DNA re-replication, Hoechst nuclear intensity, 48 h; 350,000 tested, 2.9% active; AID 624296; Potency, µM (series often up to 46.1 µM), for the others: at the highest dose activity, positive = re-replication, most hits filed as activators; also: potency is read from the fitted curve at half-maximal effect; % of control where 0% means no effect; nearly all actives have a fitted effect of over 50% in size
SW480 rerep: inducers of DNA re-replication in SW480 colon cancer cells | SW480 DNA re-replication, Hoechst DNA content imaging, 48 h | Potency, µM (series often up to 46.1 µM), for inactives: top-dose re-replication activation, actives largely listed as activators | 340,000 tested, 1.8% active | AID 624297; also: potency is read from the fitted curve at half-maximal effect; % of control where 0% means no effect; nearly all actives have a fitted effect of over 55% in size
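Hoechst fluorescence of nuclei (405 nm excitation, 500-530 nm emission) measured by plate-scanning imager after 48 hr compound exposure at 37 C; re-replication scored as increased number of nuclei with elevated intensity.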
ATXN2 expr inh: ATXN2 expression inhibition; Potency, µM (series often up to 57 µM), without a hit: at the top dose activity change, negative = inhibition, hits mostly inhibitors; HEK-293 ATXN2-luciferase reporter, luminescence, 24 h; 360,000 tested, 0.72% active; also: potency is read from the fitted curve at half-maximal effect; % is scaled to controls: 0 for no effect and ±100 for the full control effect; nearly all actives have a fitted effect of over 55% in size
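ATXN2-luciferase reporter cells (luciferase flanked by upstream and downstream ATXN2 gene portions) were treated 24 h at 37 °C with compounds at up to 57 uM. SteadyGlo luminescence gave expression; GF-AFC fluorescence gave viability.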
HT1080NT lethal: kills 2HG-producing HT-1080-NT fibrosarcoma cells. HT-1080-NT fibrosarcoma viability, CellTiter-Glo ATP luminescence, 48 h. Potency, µM (highest dose often 46.1 µM), for the others: at the highest dose activity, negative = less viability, most hits filed as cytotoxic. 360,000 tested, 1.6% active. AID 686970;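 also: NT is the 2HG producing partner of a matched IDH1 knockdown line; potency is read from the fitted curve at half-maximal effect; 0% = DMSO-treated cells and -100% = media-only wells without cells; nearly all actives have a fitted effect of over 55% in size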
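A 48-hour cytotoxicity screen used HT-1080-NT cells plated 2 hours before compound delivery. ATP-based CellTiter-Glo luminescence measured viability, normalized to DMSO and no-cell controls.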
KB-V1 cytotox: kills drug-selected multidrug resistant KB-V1 cells; KB-V1 MDR cells viability, CellTiter-Glo, 72 h; Potency, µM (doses to about 46.1 µM), without a hit: at the top dose activity change, negative = cytotoxicity, usual class: cytotoxic; 400,000 tested, 3.4% active; AID 1347076; also: potency is read from the fitted curve at half-maximal effect; % is scaled to controls: 0 for no effect and ±100 for the full control effect; nearly all actives have a fitted effect of over 60% in size
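Cells of the MDR subline KB-V1 are plated, dosed with compound at multiple concentrations, and incubated 72 h at 37 degrees C; CellTiter-Glo is then added and luminescence read after 10 min.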
WRN inhibitor: blocks human WRN helicase; Q14191; WRN helicase unwinding, fluorescent forked duplex, kinetic; Potency, µM (top dose mostly 114 µM), without a hit: at the top dose activity change, negative = inhibition, most hits filed as inhibitors; 360,000 tested, 0.46% active; AID 651768; also: potency is read from the fitted curve at half-maximal effect; % is scaled to controls: 0 for no effect and ±100 for the full control effect; nearly all actives have a fitted effect of over 55% in size
Target sequence (Q14191 whole entry, looked up): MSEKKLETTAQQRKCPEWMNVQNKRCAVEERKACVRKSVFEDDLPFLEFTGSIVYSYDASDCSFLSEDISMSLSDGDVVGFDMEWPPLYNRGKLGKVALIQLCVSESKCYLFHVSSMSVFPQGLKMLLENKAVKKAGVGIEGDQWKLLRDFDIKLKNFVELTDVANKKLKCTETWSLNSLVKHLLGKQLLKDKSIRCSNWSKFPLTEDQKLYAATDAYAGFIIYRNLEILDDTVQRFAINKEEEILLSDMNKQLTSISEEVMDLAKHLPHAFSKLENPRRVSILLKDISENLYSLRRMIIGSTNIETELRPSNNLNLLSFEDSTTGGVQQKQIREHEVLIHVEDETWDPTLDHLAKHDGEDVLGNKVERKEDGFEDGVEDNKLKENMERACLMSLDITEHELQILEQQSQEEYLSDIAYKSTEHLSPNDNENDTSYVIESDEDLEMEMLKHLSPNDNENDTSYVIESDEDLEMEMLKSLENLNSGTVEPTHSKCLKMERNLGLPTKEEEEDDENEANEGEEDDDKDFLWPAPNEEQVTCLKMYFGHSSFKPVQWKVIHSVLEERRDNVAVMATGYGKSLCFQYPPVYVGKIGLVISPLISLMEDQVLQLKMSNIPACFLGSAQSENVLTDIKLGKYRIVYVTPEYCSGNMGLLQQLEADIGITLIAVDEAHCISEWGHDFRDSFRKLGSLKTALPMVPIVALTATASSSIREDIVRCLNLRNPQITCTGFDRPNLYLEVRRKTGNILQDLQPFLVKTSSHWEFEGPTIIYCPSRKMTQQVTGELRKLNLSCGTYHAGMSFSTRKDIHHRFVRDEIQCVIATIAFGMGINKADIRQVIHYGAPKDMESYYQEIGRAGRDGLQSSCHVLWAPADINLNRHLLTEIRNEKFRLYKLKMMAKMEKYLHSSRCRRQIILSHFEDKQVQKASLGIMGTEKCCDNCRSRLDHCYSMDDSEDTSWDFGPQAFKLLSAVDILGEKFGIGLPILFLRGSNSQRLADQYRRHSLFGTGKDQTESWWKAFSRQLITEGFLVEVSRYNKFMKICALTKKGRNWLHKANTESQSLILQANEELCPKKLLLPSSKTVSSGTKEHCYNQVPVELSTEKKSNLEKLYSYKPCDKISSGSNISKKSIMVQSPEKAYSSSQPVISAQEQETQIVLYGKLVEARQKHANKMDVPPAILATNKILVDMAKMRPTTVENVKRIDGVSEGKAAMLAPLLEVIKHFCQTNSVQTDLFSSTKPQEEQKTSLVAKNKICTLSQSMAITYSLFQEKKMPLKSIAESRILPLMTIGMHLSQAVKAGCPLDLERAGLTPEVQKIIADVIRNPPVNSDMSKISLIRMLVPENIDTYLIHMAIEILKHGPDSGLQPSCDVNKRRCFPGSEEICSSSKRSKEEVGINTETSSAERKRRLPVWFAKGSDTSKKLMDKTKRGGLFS
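Screening of the MLSMR collection measured strand separation of a quenched forked DNA duplex (100 nM) by 20 nM WRN with 2 mM ATP, all final. Compounds were preincubated with enzyme 15 min at room temperature.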
The depositor's hits bear a star; ? = inconclusive; . = no result given; [ ] = another dose, or the depositor's remark. Unless noted, calls follow the shape of the dose curve; as a rule, active = well fitted curve in the direction sought with a large enough effect; inconclusive = small, poorly fitted or top-dose-only effect, or another doubt; inactive = no such curve, though single readings can be large; an effect the other way counts as inactive or inconclusive.

SMILES	HT1080 IDH1KD tx	KB-3-1 tox	IL1B secr inh	MCF10A rereplic	SW480 rerep	ATXN2 expr inh	HT1080NT lethal	KB-V1 cytotox	WRN inhibitor
COc1ccccc1-c1cn(S(=O)(=O)c2ccc(C)cc2)nc1N	-14%	-19%	-25	3%	-3%	-9%	-4%	-6%	-36%
CC1=C(C(=O)c2ccccc2)C(c2ccc(O)cc2)NC(=S)N1 (stereo unspecified)	5%	-7%	-11	1%	-16%	.	-2%	-7%	-2%
CC(NS(=O)(=O)c1cccc(Cl)c1)C(=O)N(C)C1CCN(C)CC1 (stereo unspecified)	11%	2%	11	-1%	2%	.	11%	30%	8%
O=C(NCc1ccccc1)c1ccc(N2CCC3(CC2)CC(c2ccccc2)=NO3)c([N+](=O)[O-])c1	-5%	0%	-24	-29%	-1%	2%	-2%	3%	-9%
O=c1cc(-c2ccco2)nc(-c2cccs2)o1	8%	-2%	16	-2%	-7%	5%	11%	21%	-23%
C=CCOc1ccccc1CNCCNC(=O)c1nonc1N	-4%	6%	-1	-3%	-5%	-25%	2%	?	4%
O=C(O)c1cccc(CSc2ncccn2)c1	-2%	-1%	10	-8%	-4%	3%	3%	6%	-11%
Cc1ccc(-c2nc(CS(=O)(=O)CC(=O)NCCN3CCOCC3)c(C)o2)cc1	5%	11%	-27	-5%	0%	-5%	4%	1%	2%
COc1ccccc1Nc1nc(N)nc(-c2oc3ccccc3c2C)n1	-8%	-10%	-19	?	7.3µM*	.	-2%	1%	1%
CCOc1cc(CNc2ncnc3nc[nH]c23)ccc1OC	0%	1%	40	?	-2%	-8%	13%	-4%	3%
O=C(NCc1cccnc1)c1cc2nc(-c3cccs3)cc(C(F)(F)Cl)n2n1	-7%	3%	-67*	5%	-4%	-7%	-7%	9%	-6%
Cc1nc(C(=O)N2CCCC(C(=O)c3ccc(Cl)cc3)C2)cs1 (stereo unspecified)	3%	-14%	38	-1%	2%	-8%	8%	-22%	0%
C/C(=C1/SC(N2CCOCC2)=NC1=O)c1ccc(Br)cc1	-4%[9.24 µM]	-16%	-5	0%	-1%	2%	10%	-16%	-5%
Cc1ccc(C(=O)N/N=C\c2ccc[nH]2)cn1	19%	13%	6	15%	-1%	3%	22%	13%	-4%
COc1ccc(S(=O)(=O)NC(=O)C2(C)CCN2C(=O)Cc2ccccc2Cl)cc1OC (stereo unspecified)	?	-1%	20	.	.	1%	?	19%	5%
Cc1c(NC(=O)c2ccc(=O)oc2)c(=O)n(-c2ccccc2)n1C	?	?	16	1%	-1%	-24%	?	?	-11%
O=C(Cn1ncc2c(=O)oc3ccccc3c21)NCCc1ccsc1	-3%	-6%	5	14%	-4%	-1%	-3%	12%	0%
CCOc1ccc2nc(NC(=O)Cn3cnc4c3c(=O)n(C)c(=O)n4C)sc2c1	-30%	-20%	23	0%	1%	21%	5%	9%	4%
O=C(NC1CCCC1)C(c1ccsc1)N(Cc1ccco1)C(=O)Cc1cccs1 (stereo unspecified)	1%	-21%	-7	4%	-5%	-5%	0%	-27%	5%
c1ccc(COc2cccc(CNn3cnnc3)c2)cc1	-14%	-1%	7	-2%	-11%	6%	5%	-25%	-6%
CC(C)(C)OC(=O)[C@H](CCCCN)NC(=O)c1nc[nH]c1C(=O)NCCCCCN	12%	0%	16	-15%	-19%	8%	10%	-4%	3%
O=S(=O)(NC1CC2CCC1C2)c1ccc2c(c1)OCCO2 (stereo unspecified)	6%	15%	6	1%	-6%	-1%	4%	-9%	0%
COc1ccc(C(=O)CSc2nc3nn(-c4ccccc4)c(=O)c-3c3n2CCCCC3)c(OC)c1	3%	2%	-18	.	.	.	6%	-6%	11%
O=C(Cn1nnc(-c2cccc(C(F)(F)F)c2)n1)N1CCOCC1	-4%	9%	1	-1%	-5%	-10%	9%	6%	-4%
CC(=O)C1=C(O)C(=O)N(c2ccc(S(N)(=O)=O)cc2)C1c1ccccc1F (stereo unspecified)	4%[9.24 µM]	-2%	8	1%	-5%	3%	12%	-1%	-1%
CC(C)C(NC(=O)c1cccc(S(=O)(=O)N2CCOCC2)c1)C(=O)NCc1ccc(Cl)cc1 (stereo unspecified)	-5%	-24%	-23	1%	5%	.	-4%	-21%	2%
COc1ccc(CN(C)C(=O)CC(c2ccccc2)c2ccccc2)cc1	-15%	-7%	?	?	?	-28%	-19%	-6%	-5%[57.1 µM]
Cc1occc1C(=O)N/N=C/c1cccs1	-25%	-25%	-8	2%	-4%	36%[activator]	0%	-3%	-4%
Cc1cc(N)n(Cc2ccc(Cl)cc2)n1	7%	2%	2	-1%	-3%	.	1%	3%	1%
NC(=O)CSc1nc2cc(S(=O)(=O)N3CCOCC3)ccc2o1	1%	5%	18	-3%	-7%	11%	1%	24%	-12%

Structural class: the entries above containing fluorine
SMILES	HT1080 IDH1KD tx	KB-3-1 tox	IL1B secr inh	MCF10A rereplic	SW480 rerep	ATXN2 expr inh	HT1080NT lethal	KB-V1 cytotox	WRN inhibitor
O=C(NCc1cccnc1)c1cc2nc(-c3cccs3)cc(C(F)(F)Cl)n2n1	-7%	3%	-67*	5%	-4%	-7%	-7%	9%	-6%
O=C(Cn1nnc(-c2cccc(C(F)(F)F)c2)n1)N1CCOCC1	-4%	9%	1	-1%	-5%	-10%	9%	6%	-4%
CC(=O)C1=C(O)C(=O)N(c2ccc(S(N)(=O)=O)cc2)C1c1ccccc1F (stereo unspecified)	4%[9.24 µM]	-2%	8	1%	-5%	3%	12%	-1%	-1%

Following part:
SMILES	HT1080 IDH1KD tx	KB-3-1 tox	IL1B secr inh	MCF10A rereplic	SW480 rerep	ATXN2 expr inh	HT1080NT lethal	KB-V1 cytotox	WRN inhibitor
COC(=O)c1ccccc1NC(=O)CN1CCCCCC1	0%	-6%	7	-1%	-41%[inhibitor]	?	3%	2%	-4%
Cc1cc(Br)cn2c(Cc3ccccc3)c(-c3ccc(C#N)cc3)nc12	-22%	-2%	-3	.	.	-12%	-28%	-17%	-19%
O=C(COC(=O)/C=C/c1ccc2c(c1)OCO2)NCc1ccccc1	-13%	-8%	8	1%	?	-11%	-3%	0%	9%
Cc1ccc(CONC(=O)c2ccc(Cl)cc2)cc1	15%	21%	?	5%	6%	33%[activator]	10%	0%	5%
Cc1ccc(-c2c(C#N)c(N)nc3c2CCCC3)s1	3%	-3%	35	?	?	-3%	1%	8%	-6%[57.1 µM]
COc1ccccc1NC(=O)CSC(N)=O	-4%	-1%	?	?	1%[9.22 µM]	-6%	-2%	-2%	?
COc1ccc(/C(O)=C2/C(=O)C(=O)N(Cc3cccnc3)C2c2ccncc2)cc1F (stereo unspecified)	4%	-3%	-12	-10%	0%	-6%	1%	1%	-15%
CC(=O)NC1C(=O)N(CCN2CCOCC2)c2ccc(C)cc21 (stereo unspecified)	12%	6%	-17	-4%	-1%	.	13%	?	-18%
CCN1/C(=C2/SC(=S)N(C)C2=O)C=Cc2cc(C)ccc21	23%	-9%	-9	-2%	-11%	35%	24%	-5%	-12%
CN1CCc2c(sc(NC(=O)Cc3ccccc3)c2C#N)C1	2%	0%	-14	-1%	-6%	-12%	-9%	-10%	1%

In another format: results already given.
Structure | HT1080 IDH1KD tx | KB-3-1 tox | IL1B secr inh | MCF10A rereplic | SW480 rerep | ATXN2 expr inh | HT1080NT lethal | KB-V1 cytotox | WRN inhibitor
O=C(COC(=O)/C=C/c1ccc2c(c1)OCO2)NCc1ccccc1 | -13% | -8% | 8 | 1% | ? | -11% | -3% | 0% | 9%
Cc1ccc(-c2c(C#N)c(N)nc3c2CCCC3)s1 | 3% | -3% | 35 | ? | ? | -3% | 1% | 8% | -6%[57.1 µM]
COc1ccc(/C(O)=C2/C(=O)C(=O)N(Cc3cccnc3)C2c2ccncc2)cc1F (stereo unspecified) | 4% | -3% | -12 | -10% | 0% | -6% | 1% | 1% | -15%
CCN1/C(=C2/SC(=S)N(C)C2=O)C=Cc2cc(C)ccc21 | 23% | -9% | -9 | -2% | -11% | 35% | 24% | -5% | -12%

(next part)
SMILES	HT1080 IDH1KD tx	KB-3-1 tox	IL1B secr inh	MCF10A rereplic	SW480 rerep	ATXN2 expr inh	HT1080NT lethal	KB-V1 cytotox	WRN inhibitor
Cc1ccc(C)c(S(=O)(=O)N2CCN(C(=O)CCc3nc4ccccc4c(=O)[nH]3)CC2)c1	-13%	?	19	0%	2%	12%	-13%	-24%	-8%
CN1CCN(C(=O)/C(=C\c2cccc([N+](=O)[O-])c2)NC(=O)c2cccs2)CC1	13%	10%	14	-1%	-1%	-18%	12%	0%	4%
O=C(Cc1ccc(Br)cc1)Nc1cccc(S(=O)(=O)N2CCOCC2)c1	-2%	-2%	0	-3%	-25%	-19%	-1%	2%	-10%
NC(=O)c1ccsc1NC(=O)COC(=O)c1ccncc1	5%	5%	7	-13%	-58%[inhibitor]	9%	8%	-4%	-18%
NC(CSC(c1ccccc1)(c1ccccc1)c1ccc2c(c1)OCO2)C(=O)O (stereo unspecified)	18µM*	0%	18	.	.	.	12µM*	-7%	-6%[11.6 µM]
CCOc1ccc2[nH]c(C)c(CN3CCN(CC)CC3)c(=O)c2c1	0%	-2%	20	2%	1%	-2%	-9%	16%	6%
C=CCCC(=O)Nc1nc(C)c(-c2csc(Nc3ccccc3OC)n2)s1	16µM*	7.3µM*	-22	97%	?	-20%	?	?	7%

High-throughput results: PubChem, National Center for Advancing Translational Sciences (NCATS)
